PLK1 PBD block – inhibitors of human PLK1 polo-box domain binding | hit rate 2.8% among 360,000 | P53350 | AID 720504 | Potency, µM, for inactives: max response, negative = inhibition, hits mostly inhibitors | Plk1 PBD binding of FITC phosphopeptide, fluorescence polarization; further: potency means the concentration at half of the fitted maximal effect; series mostly up to about 57 µM; on the % scale 0 is the no-effect control and ±100 the full control effect; nearly all actives have a fitted effect of over 65% in size
EPAC1 antagonist – blocks human EPAC1 exchange factor; hit rate 0.14% among 360,000; EPAC1 GEF assay, Rap1b-BODIPY-GDP exchange fluorescence; O95398; Potency, µM (highest dose often 115 µM), for inactives: top-dose activity change, negative = inhibition, hits mostly inhibitors;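 further: potency means the concentration at half of the fitted maximal effect; plate controls were vehicle for no effect and positive control for full effect; nearly all actives have a fitted effect of over 50% in size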
WRN helicase inh – inhibitors of human WRN helicase. Potency, µM (top dose mostly 114 µM), without a hit: at the top dose activity change, negative = inhibition, actives largely listed as inhibitors. hit rate 0.46% among 360,000. Q14191. WRN helicase unwinding, fluorescent forked duplex, kinetic; further: potency means the concentration at half of the fitted maximal effect; on the % scale 0 is the no-effect control and ±100 the full control effect; nearly all actives have a fitted effect of over 55% in size
Target sequence (Q14191 whole entry, looked up): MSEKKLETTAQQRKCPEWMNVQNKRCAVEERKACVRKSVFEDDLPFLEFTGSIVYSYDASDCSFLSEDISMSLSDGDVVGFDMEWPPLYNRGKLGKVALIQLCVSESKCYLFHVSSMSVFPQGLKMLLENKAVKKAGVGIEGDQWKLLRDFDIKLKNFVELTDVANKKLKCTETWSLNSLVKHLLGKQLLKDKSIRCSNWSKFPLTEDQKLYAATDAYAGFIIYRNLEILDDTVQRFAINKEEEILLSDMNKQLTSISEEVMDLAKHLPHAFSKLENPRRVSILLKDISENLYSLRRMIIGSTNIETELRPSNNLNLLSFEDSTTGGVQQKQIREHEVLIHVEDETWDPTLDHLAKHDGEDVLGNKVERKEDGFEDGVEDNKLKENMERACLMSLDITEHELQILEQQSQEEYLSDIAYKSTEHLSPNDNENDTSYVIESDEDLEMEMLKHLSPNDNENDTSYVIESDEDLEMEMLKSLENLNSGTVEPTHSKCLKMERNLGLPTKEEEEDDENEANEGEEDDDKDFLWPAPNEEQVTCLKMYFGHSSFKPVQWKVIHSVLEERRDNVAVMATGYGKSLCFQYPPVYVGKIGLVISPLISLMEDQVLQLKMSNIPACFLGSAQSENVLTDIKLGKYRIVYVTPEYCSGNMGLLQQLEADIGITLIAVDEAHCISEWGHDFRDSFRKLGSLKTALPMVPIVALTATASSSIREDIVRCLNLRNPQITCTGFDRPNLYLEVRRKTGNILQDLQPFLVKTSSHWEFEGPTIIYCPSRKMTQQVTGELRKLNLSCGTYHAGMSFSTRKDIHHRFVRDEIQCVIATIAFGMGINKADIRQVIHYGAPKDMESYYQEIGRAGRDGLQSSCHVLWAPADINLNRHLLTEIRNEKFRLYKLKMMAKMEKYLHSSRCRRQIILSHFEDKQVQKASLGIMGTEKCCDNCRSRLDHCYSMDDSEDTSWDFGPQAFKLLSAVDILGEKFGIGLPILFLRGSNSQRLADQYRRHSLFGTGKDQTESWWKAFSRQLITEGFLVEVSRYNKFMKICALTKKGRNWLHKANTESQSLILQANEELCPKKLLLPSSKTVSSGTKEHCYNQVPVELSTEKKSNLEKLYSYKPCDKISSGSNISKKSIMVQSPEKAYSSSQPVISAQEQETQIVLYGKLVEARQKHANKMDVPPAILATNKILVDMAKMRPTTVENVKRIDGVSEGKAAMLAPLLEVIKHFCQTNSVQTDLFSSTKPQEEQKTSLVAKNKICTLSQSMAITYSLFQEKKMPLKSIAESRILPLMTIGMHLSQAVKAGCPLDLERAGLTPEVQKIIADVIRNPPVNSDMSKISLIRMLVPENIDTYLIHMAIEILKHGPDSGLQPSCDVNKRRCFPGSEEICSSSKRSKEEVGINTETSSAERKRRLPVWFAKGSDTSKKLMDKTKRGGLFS
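Screening of the MLSMR collection measured strand separation of a quenched forked DNA duplex (100 nM) by 20 nM WRN with 2 mM ATP, all final. Compounds were preincubated with enzyme 15 min at room temperature.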
EPAC2 antag – antagonists of human EPAC2 | EPAC2 GEF exchange of Rap1B-BODIPY-GDP, fluorescence | Q8WZA2 | hit rate 0.18% among 360,000 | AID 720708 | Potency, µM (highest dose often 114 µM), for the others: top-dose activity, negative = inhibition, most hits filed as inhibitors; further: potency means the concentration at half of the fitted maximal effect; on the % scale 0 is the no-effect control and ±100 the full control effect; nearly all actives have a fitted effect of over 45% in size; many of its hits are not listed in these tables
CCT modulator – changes cytosolic chaperonin activity. purified chaperonin ATPase assay, HTRF ADP detection, 30 min. activity change, % (concentration not given with the values), hits read low. hit rate 0.3% among 360,000; in the data active means activity change below about -30%; further: on the % scale 0 is the no-effect control and ±100 the full control effect
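Enzyme 40 or 20 nM (batch-dependent) in Tris pH 7.4/KCl/MgCl2/DTT; cpd 76 uM single point; ATP 10 uM; 30 min 37 °C; Transcreener ADP HTRF detection, 30 min RT; ratio 665/615.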
Mm-Cpn inhibitor – M. maripaludis TRiC chaperonin inhibition; purified Mm-Cpn ATPase, ADP Transcreener TR-FRET; Potency, µM (series often up to 76.9 µM), inactives show top-dose activity, negative = inhibition, hits mostly inhibitors; hit rate 0.031% among 330,000; further: potency means the concentration at half of the fitted maximal effect; on the % scale 0 is the no-effect control and ±100 the full control effect; nearly all actives have a fitted effect of over 80% in size
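Eu-cryptate anti-ADP/ADP-d2 competition gives a ratio inversely related to ADP. Enzyme at 25 nM was pre-exposed to compound for 10 min, then given 10 uM ATP for 30 min, 37°C throughout.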
PI5P4K alpha inh – blocks human PI5P4K alpha kinase activity | P48426 | PI5P4Kalpha enzyme, ADP-Glo luminescence, 60 min; stronger effect = lower value | max response, % | hit rate 1.2% among 330,000 | AID 652105; active means max response of -50% or lower; inconclusive means between -30% and -50%; inactive means -30% or higher; further: value at the top dose of about 77 µM; on the % scale 0 is the no-effect control and ±100 the full control effect
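Controls without substrate or without enzyme flank wells where PI5P4Kalpha converts substrate using 5 microM ATP (final). Incubation lasts 60 minutes at room temperature; ADP formed is read by ADP-Glo luminescence.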
EPAC1 agonist – activates human EPAC1 exchange factor. hit rate 0.073% among 360,000. Potency, µM (top dose mostly 154 µM), inactives show at the top dose activation, actives largely listed as activators. AID 720707. EPAC1 agonist qHTS, biochemical assay; response scale: 100% = response to 6.5 mM cAMP. O95398; further: potency means the concentration at half of the fitted maximal effect; nearly all actives have a fitted effect of over 60% in size
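Multi-concentration qHTS readout: loss of Rap1B-bound BODIPY-GDP fluorescence driven by 100 nM EPAC1 with excess GDP (50 uM), monitored kinetically at room temperature; agonist response expressed relative to 6.5 mM cAMP.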
* = called active by the depositor; ? = inconclusive; · = no result given; & = joins results of further samples; [ ] = another dose, or the depositor's remark. Unless noted, the call rests on the fitted dose curve; in most records, active means well fitted curve in the direction sought with a large enough effect; inconclusive means small, poorly fitted or top-dose-only effect, or another doubt; inactive means no such curve, though single readings can be large; an effect the other way counts as inactive or inconclusive.

PLK1 PBD block	EPAC1 antagonist	WRN helicase inh	EPAC2 antag	CCT modulator	Mm-Cpn inhibitor	PI5P4K alpha inh	SMILES	EPAC1 agonist
-3%	8%	0%	16%	-1.6	?	-13	COC(=O)[C@]1(Cc2ccccc2)N[C@H](CN(C)C(=O)Nc2ccc(F)cc2)[C@@H]2C(=O)N(C)C(=O)[C@@H]21	-13%
-12%	-1%	-4%	1%	-1.6	·	-7	Cc1ccc(S(=O)(=O)NCc2cccc([N+](=O)[O-])c2)cc1	-7%
8%	1%	-4%	-4%	0.7	3%	-6	CCOC(=O)c1ccc(NS(=O)(=O)c2c(C)n[nH]c2C)cc1	10%
-3%	-9%	-9%	12%	-3.1	·	3	COc1ccccc1-c1cccc(-c2nc(C(=O)N3CCCCC3)cc3c2[C@@H](CCO)N(S(=O)C(C)(C)C)C3)c1 (stereo partly drawn)	-10%
-10%	?	8%	3%	1.3	-2%	2	COc1ccc(-n2c(SCCNCCO)nc3sc4c(c3c2=O)CCCC4)cc1	-3%
-2%	-9%	2%	5%	1.2	1%	·	CCn1c(Cn2nnc(-c3ccccc3)n2)nnc1SCC(=O)Nc1cccc(C)c1C	-3%
-17%	-13%	-7%	-9%	0.3	-3%	13	Cc1cc(F)ccc1S(=O)(=O)Nc1ccccc1C(=O)Nc1ccccc1N1CCOCC1	9%
-15%	-19%	-15%	-6%	-1.7	1%	-9	CC(Sc1n[nH]c(N)n1)c1nc2scc(-c3cccs3)c2c(=O)[nH]1 (stereo not drawn)	7%
1%	6%	0%	5%	1.3	3%	·	O=C1CCc2cc(S(=O)(=O)N3CCN(c4cccc(Cl)c4)CC3)ccc2N1	0%
-5%	-29%	3%	1%	-0.2	-1%	5	O=C(COC(=O)/C=C/c1ccc(S(=O)(=O)N2CCOCC2)cc1)NCc1ccccc1	6%
-2%	2%	-2%	-6%	-0.9	0%	4	COC(=O)c1ccc(CN2CCC(CO)(CCOc3ccccc3)CC2)cc1	18%
-1%	-11%	-3%	?	2.2	-1%	-11	CC1CCCC(NS(=O)(=O)c2cc3c(cc2Cl)NC(=O)CO3)C1C (stereo not drawn)	-16%
·	-20%	·	5%	·	0%&-2%	·	NC(=O)C1CCN(c2nc(-c3ccc4occc(=O)c4c3)cs2)CC1	-13%
-3%	4%	5%	19%	1.7	-2%	3	O=C(COC(=O)c1cncc(Br)c1)NCc1ccccc1Cl	1%
-16%	-3%	8%	-4%	-3.4	0%	-1	CCOc1ccc(C(C(=O)NCCC(C)C)N(CCO)C(=O)c2snc(C(N)=O)c2N)cc1 (stereo not drawn)	13%
3%	-19%	4%	-3%	1.8	2%	-9	Cc1c(Cl)cccc1-n1c(SCC(=O)NCc2cccs2)nnc1-c1ccncc1	-5%
0%	2%	3%	2%	0.7	-4%	8	CCOc1nc(N2CCCCC2)nc(-n2cc(-c3ccccc3)nn2)n1	4%
-1%	-3%	1%	16%	0.7	0%	-51*	CCCn1c(-c2ccc(OC)cc2)nc2c(=O)n(C)c(=O)[nH]c21	-4%
-4%	-2%	3%	-1%	0.1	0%	-8	COc1cccc(C(=O)Nc2nc3c(s2)CN(C)CC3)c1	5%
5%	18%	-29%	-5%	2.0	·	?	NC(=S)NN=Cc1cc(-c2cccc(N)c2)ccn1	-11%
-4%	-26%	-4%	-4%	0.8	0%	9	COC(=O)c1ccc(CN2CCC(Oc3cccc(C(=O)N4CCOCC4)c3)CC2)cc1	5%
-2%	-2%	-14%[11.6 µM]	6%	-1.9	0%	?	Cc1ccc(OCc2ccc([N+](=O)[O-])cc2)c([N+](=O)[O-])n1	-2%
-4%	-26%	-1%	-6%	0.0	0%	9	C/C(=N\NC(=O)c1cccc2ccccc12)c1cccnc1	17%
-16%	?	-30%	-8%	-0.7	3%	0	O=C(O)CC(NC(=O)Cc1ccc([N+](=O)[O-])cc1)c1ccc2c(c1)OCO2 (stereo not drawn)	0%
-11%	11%	-8%	6%	-2.5	-1%	·	O=C(NC1CCCCC1)C(c1ccc(F)cc1)N(C(=O)c1cccs1)c1ccc2c(c1)OCO2 (stereo not drawn)	5%
-29%	11%	-4%	-1%	-3.2	0%	·	Clc1ccc(-n2nnnc2-c2ccccc2)cc1	13%
6µM*	-29%	-9%	-10%	-1.0	0%	-20	COc1ccccc1NC(=O)c1ccccc1S(=O)(=O)c1ccccc1[N+](=O)[O-]	-4%
1%	6%	8%	5%	-2.2	·	9	COc1ccccc1-c1cnc(C(O)c2ccc(F)c(C)c2)[nH]1 (stereo not drawn)	4%
-10%	6%	8%	-5%	-9.1	-2%	-4	CCOC(=O)Cc1nnc2c(Nc3ccc(C)cc3)nc3nonc3n12	7%
5%	-6%	-2%	-4%	-3.4	-6%	-9	CCCC(=O)Nc1ccc(C2C(=O)c3ccccc3C2=O)cc1	5%
-18%	0%	2%	-1%	-1.6	-4%	-2	CCOc1cccc(C2/C(=C(/O)c3ccc4c(c3)CC(C)O4)C(=O)C(=O)N2CCCn2ccnc2)c1 (stereo not drawn)	0%
-13%	-12%	-25%	12%	1.3	1%	-4	CCCn1c(SCC(=O)N(C)C2CCS(=O)(=O)C2)nc2sc3c(c2c1=O)CCC3 (stereo not drawn)	3%
-4%	-8%	1%	27%	-1.9	4%	-6	Cc1nonc1CN(C)C(=O)CC1C(=O)NCCN1Cc1ccc(F)c(F)c1 (stereo not drawn)	1%
1%	10%	1%	0%	-2.8	1%	7	COc1ccc(CNC(=O)CN2C(=O)C3C4C=CC(C4)C3C2=O)cc1 (stereo not drawn)	15%
1%	16%	4%	15%	-0.8	1%	-5	O=C(CCC1CCCN(C(=O)c2ccc3c(c2)OCCO3)C1)NCc1ccccc1F (stereo not drawn)	-1%
-8%	9%	?	-6%	0.3	2%	2	COc1ccc(N=C2SC(CC(=O)Nc3ccccc3)C(=O)N2CCN2CCOCC2)cc1 (stereo not drawn)	6%
0%	5%	3%	15%	-5.6	1%	1	CCC(C)(NC(=O)c1ccc2c(c1)OCO2)C(=O)NC1CCCCC1 (stereo not drawn)	0%
-2%	-8%	79µM*	6%	-1.6	3%	-58*	C#CCOCCOCCOCCNc1nc(N2CCN(C(=O)CCCCCCCCCCNC(=O)Cn3cc(CCCCCN)nn3)CC2)nc(N2CCN(C(=O)CCCCCCCCCCNC(=O)[C@H](CO)n3cc(CCCCCN)nn3)CC2)n1	-8%
-6%	1%	0%	11%	-3.1	-3%	-2	O=C(CCn1cccc1)NCCc1ccc(Cl)cc1	3%
-4%	-16%	7%	-16%	-2.5	-4%	0	CC1(C)C2CC=C(/C=N/NC(=O)c3ccc(O)cc3)C1C2 (stereo not drawn)	-3%
-5%	3%	10%	15%	-1.4	-1%	-4	CCOC(=O)c1sc2nc3c(cc2c1N)COC(C(C)C)C3 (stereo not drawn)	7%
-4%	2%	10%	-1%	1.3	0%	2	CCOc1ccc(CN(C)C(=O)CN2C(=O)NC(c3ccccc3)(c3ccccc3)C2=O)cc1	2%
-18%	-22%	6%	0%	-1.4	0%	3	COc1cccc(CNC(=O)C2CCN(S(=O)(=O)c3cccc4nonc34)CC2)c1	7%
-26%	-6%	1%	9%	-14	-5%	?	O=C(Nc1nnc(CSCc2ccc(F)cc2)s1)c1ccc([N+](=O)[O-])cc1	3%

By substructure: the entries above containing an aryl methoxy group.
PLK1 PBD block	EPAC1 antagonist	WRN helicase inh	EPAC2 antag	CCT modulator	Mm-Cpn inhibitor	PI5P4K alpha inh	SMILES	EPAC1 agonist
-3%	-9%	-9%	12%	-3.1	·	3	COc1ccccc1-c1cccc(-c2nc(C(=O)N3CCCCC3)cc3c2[C@@H](CCO)N(S(=O)C(C)(C)C)C3)c1 (stereo partly drawn)	-10%
-10%	?	8%	3%	1.3	-2%	2	COc1ccc(-n2c(SCCNCCO)nc3sc4c(c3c2=O)CCCC4)cc1	-3%
-1%	-3%	1%	16%	0.7	0%	-51*	CCCn1c(-c2ccc(OC)cc2)nc2c(=O)n(C)c(=O)[nH]c21	-4%
-4%	-2%	3%	-1%	0.1	0%	-8	COc1cccc(C(=O)Nc2nc3c(s2)CN(C)CC3)c1	5%
6µM*	-29%	-9%	-10%	-1.0	0%	-20	COc1ccccc1NC(=O)c1ccccc1S(=O)(=O)c1ccccc1[N+](=O)[O-]	-4%
1%	6%	8%	5%	-2.2	·	9	COc1ccccc1-c1cnc(C(O)c2ccc(F)c(C)c2)[nH]1 (stereo not drawn)	4%
1%	10%	1%	0%	-2.8	1%	7	COc1ccc(CNC(=O)CN2C(=O)C3C4C=CC(C4)C3C2=O)cc1 (stereo not drawn)	15%
-8%	9%	?	-6%	0.3	2%	2	COc1ccc(N=C2SC(CC(=O)Nc3ccccc3)C(=O)N2CCN2CCOCC2)cc1 (stereo not drawn)	6%
-18%	-22%	6%	0%	-1.4	0%	3	COc1cccc(CNC(=O)C2CCN(S(=O)(=O)c3cccc4nonc34)CC2)c1	7%

A portion of the library; count on the stated rates, not on these rows.
